Source: PubChem
FUS suppressor – qHTS for Suppressors of FUS Proteinopathy: Primary screen using FUS-linked yeast assay; Potency, µM (series often up to 76.6 µM), inactives show top-dose growth rescue (activation), actives largely listed as activators; AID 1347120, 2019; 390,000 compounds, 0.24% hits; S. cerevisiae FUS-expressing, growth rescue, OD600, 24 h;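 also: potency is read from the fitted curve at half-maximal effect; plate controls were DMSO vehicle for no effect and reference control for full effect; nearly all actives have a fitted effect of over 55% in size; some results filed as inactive show a strong effect at the top dose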
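Toxicity suppression screen in FUS-yeast. Cells induced with 2% galactose, starting OD 0.005, treated 24hr at 30C with compounds at multiple final concentrations; growth by OD600.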
EPAC1 antagonist – qHTS for Antagonist of cAMP-regulated guanine nucleotide exchange factor 3 (EPAC1): primary screen; EPAC1 GEF assay, Rap1b-BODIPY-GDP exchange fluorescence; Potency, µM (series often up to 115 µM), without a hit: at the highest dose activity change, negative = inhibition, hits mostly inhibitors; 360,000 compounds, 0.14% hits; Rap guanine nucleotide exchange factor 3 (Homo sapiens), O95398;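 also: potency is read from the fitted curve at half-maximal effect; plate controls were vehicle for no effect and positive control for full effect; nearly all actives have a fitted effect of over 50% in size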
PI5P4K alpha inh – qHTS for Inhibitors of phosphatidylinositol 5-phosphate 4-kinase (PI5P4K); Phosphatidylinositol 5-phosphate 4-kinase type-2 alpha (Homo sapiens), P48426; PI5P4Kalpha enzyme, ADP-Glo luminescence, 60 min; stronger effect = lower value; max response, %; 330,000 compounds, 1.2% hits; AID 652105, 2013; active = max response of -50% or lower; inconclusive = between -30% and -50%; inactive = -30% or higher; also: value at the top dose of about 77 µM; % is scaled to controls: 0 for no effect and ±100 for the full control effect
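qHTS, 1536-well: enzyme/substrate mix, compound by pin tool, 5 microM ATP final; RT 60 min; ADP-Glo reagents 1 (45 min) then 2 (30 min); luminescence.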
EPAC1 agonist – qHTS for Agonist of cAMP-regulated guanine nucleotide exchange factor 3 (EPAC1): primary screen; Potency, µM (series often up to 154 µM), for the others: top-dose activation, most hits filed as activators; 360,000 compounds, 0.073% hits; Rap guanine nucleotide exchange factor 3 (Homo sapiens), O95398; EPAC1 agonist qHTS, biochemical assay; response scale: 100% = response to 6.5 mM cAMP; also: potency is read from the fitted curve at half-maximal effect; nearly all actives have a fitted effect of over 60% in size
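Read-out is the fluorescence drop as BODIPY-GDP leaves Rap1B (480 nm excitation, 540 nm emission), recorded every 5 minutes over 30 minutes. Reactions held 100 nM EPAC1, 250 nM Rap1B–BODIPY-GDP and 50 uM GDP, with 6.5 mM cAMP setting full activation.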
PLK1 PBD block – qHTS for Inhibitors of PLK1-PDB (polo-like kinase 1 - polo-box domain): Primary Screen | Serine/threonine-protein kinase PLK1 (Homo sapiens), P53350 | Potency, µM, without a hit: max response, negative = inhibition, hits mostly inhibitors | Plk1 PBD binding of FITC phosphopeptide, fluorescence polarization | 360,000 compounds, 2.8% hits; also: potency is read from the fitted curve at half-maximal effect; series mostly up to about 57 µM; % is scaled to controls: 0 for no effect and ±100 for the full control effect; nearly all actives have a fitted effect of over 65% in size
WRN inhibitor – qHTS for Inhibitors of WRN Helicase | Bifunctional 3'-5' exonuclease/ATP-dependent helicase WRN (Homo sapiens), Q14191 | WRN helicase unwinding, fluorescent forked duplex, kinetic | Potency, µM (titrated, usually from 114 µM), for inactives: at the highest dose activity change, negative = inhibition, actives largely listed as inhibitors | 360,000 compounds, 0.46% hits | AID 651768, 2012; also: potency is read from the fitted curve at half-maximal effect; % is scaled to controls: 0 for no effect and ±100 for the full control effect; nearly all actives have a fitted effect of over 55% in size
Target sequence (Q14191 whole entry, looked up): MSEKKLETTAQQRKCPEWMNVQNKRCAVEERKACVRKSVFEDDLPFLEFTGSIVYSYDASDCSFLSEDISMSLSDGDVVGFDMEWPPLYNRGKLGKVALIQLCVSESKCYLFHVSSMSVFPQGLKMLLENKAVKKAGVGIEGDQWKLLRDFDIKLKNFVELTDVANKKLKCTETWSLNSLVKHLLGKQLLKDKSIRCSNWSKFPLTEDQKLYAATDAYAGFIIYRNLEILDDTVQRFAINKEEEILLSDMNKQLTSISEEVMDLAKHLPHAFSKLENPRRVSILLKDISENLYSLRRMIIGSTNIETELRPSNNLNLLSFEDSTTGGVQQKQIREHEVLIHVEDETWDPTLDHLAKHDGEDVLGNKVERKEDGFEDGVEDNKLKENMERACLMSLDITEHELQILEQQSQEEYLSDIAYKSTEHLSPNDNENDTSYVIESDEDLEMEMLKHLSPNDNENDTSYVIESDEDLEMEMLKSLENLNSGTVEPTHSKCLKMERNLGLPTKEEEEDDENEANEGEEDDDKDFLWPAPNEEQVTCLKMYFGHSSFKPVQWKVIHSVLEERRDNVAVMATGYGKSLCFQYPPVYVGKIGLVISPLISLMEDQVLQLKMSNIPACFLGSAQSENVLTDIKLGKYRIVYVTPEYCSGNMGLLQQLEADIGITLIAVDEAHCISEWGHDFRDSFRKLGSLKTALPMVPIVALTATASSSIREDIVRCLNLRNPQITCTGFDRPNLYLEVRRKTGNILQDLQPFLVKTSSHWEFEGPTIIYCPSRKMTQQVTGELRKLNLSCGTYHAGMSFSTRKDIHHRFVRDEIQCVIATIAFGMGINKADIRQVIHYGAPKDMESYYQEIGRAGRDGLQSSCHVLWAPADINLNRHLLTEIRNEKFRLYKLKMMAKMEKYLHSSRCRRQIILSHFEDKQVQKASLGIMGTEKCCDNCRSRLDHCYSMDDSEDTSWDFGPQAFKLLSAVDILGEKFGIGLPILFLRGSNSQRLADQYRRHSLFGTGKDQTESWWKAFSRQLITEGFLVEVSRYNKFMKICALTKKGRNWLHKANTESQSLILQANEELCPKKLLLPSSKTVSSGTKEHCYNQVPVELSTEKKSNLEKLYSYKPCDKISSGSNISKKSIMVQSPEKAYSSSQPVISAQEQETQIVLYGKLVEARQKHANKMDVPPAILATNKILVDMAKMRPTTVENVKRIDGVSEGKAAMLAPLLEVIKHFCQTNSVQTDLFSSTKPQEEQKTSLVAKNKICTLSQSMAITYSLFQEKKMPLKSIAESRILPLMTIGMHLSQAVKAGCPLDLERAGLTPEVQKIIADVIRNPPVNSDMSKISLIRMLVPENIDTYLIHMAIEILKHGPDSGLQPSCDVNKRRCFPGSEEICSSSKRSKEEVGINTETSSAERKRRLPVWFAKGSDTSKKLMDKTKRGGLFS
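Fluorescence dequenching readout, ex 525 nm/em 598 nm, kinetic mode: forked duplex DNA (100 nM final) with adjacent fluorophore and quencher unwound by WRN (20 nM final) with 2 mM ATP. Compound preincubation 15 min, room temperature.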
Abeta yeast res – qHTS for compounds that reverse cellular toxicity of Amyloid beta (A-beta) peptide in yeast: Primary Screen; yeast expressing A-beta42, growth rescue, OD600, 48 h; response scale: 0% DMSO, 100% iron-clioquinol control; AID 1347071, 2019; Potency, µM (highest dose often 46.1 µM), for inactives: at the top dose growth rescue, hits mostly activators; 410,000 compounds, 0.063% hits; also: potency is read from the fitted curve at half-maximal effect; nearly all actives have a fitted effect of over 55% in size
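Yeast A-beta toxicity model in growth medium with pinned compounds, 48 h at 30 C; growth read as absorbance at 600 nm. Normalized to FeCl3/clioquinol equimolar mix (positive) and DMSO (negative).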
IL2 activator – qHTS of IL-2 Activators; IL-2 activation reporter assay, cell-based qHTS; stimulated with anti-CD3/CD4/CD28 beads; in transgenic mouse T cells; activation, % (series mostly up to about 46 µM); 360,000 compounds, 0.065% hits; AID 652025, 2013; in the data active = activation above about 50%; inconclusive = mostly about 30% to 49%; also: 0% is about no effect
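Readout: EGFP and DsRed signals by fluorescent plate cytometry. Unstimulated transgenic mouse T cells received compound 60 min before antibody-bead stimulation, then incubated 18 h at 37 degrees C.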
Active calls of the source: *; ? = inconclusive; · = no result given; [ ] = another dose, or the depositor's remark. Unless noted, calls follow the shape of the dose curve; as a rule, active = well fitted curve in the direction sought with a large enough effect; inconclusive = small, poorly fitted or top-dose-only effect, or another doubt; inactive = no such curve, though single readings can be large; an effect the other way counts as inactive or inconclusive. Compounds as they come; 4.1% or so of the library scored in one or more.

SMILES	FUS suppressor	EPAC1 antagonist	PI5P4K alpha inh	EPAC1 agonist	PLK1 PBD block	WRN inhibitor	Abeta yeast res	IL2 activator
O=C1CCC(=O)N1c1ccc(-c2nc3ccccc3s2)cc1	3%	15%	5	-5%	-12%	-4%	-9%	-1.9
COc1ccc([N+](=O)[O-])cc1N(CC(O)CN1CCCCC1)S(=O)(=O)c1ccccc1 (stereo unspecified)	17%	7%	4	5%	1%	-9%	-2%	2.4
O=C(O)CCC(=O)Nc1ccc(C(=O)OCC(=O)c2ccc(Cl)cc2)cc1	28%	-18%	-1	-5%	-10%	-1%	3%	-2.1
CC(C)n1c(-c2cccs2)nc2ccccc21	2%	-1%	-3	10%	-8%	-10%	-3%	-0.1
Cc1ccc(S(=O)(=O)N2CCN(C(=O)C3=COCCO3)CC2)cc1C	-14%	-16%	-9	2%	-1%	-33%	-6%	0.5
O=C(Cn1nnc(-c2ccccc2NC(=O)c2ccco2)n1)Nc1ccccc1	-6%	-3%	0	0%	-2%	-21%	2%	-0.5
CCCNC(=O)c1ccc(N2CCC3(CC2)CC(c2cccc(Br)c2)=NO3)c(NC(=O)c2cccc(C)c2)c1	?	-12%	-6	8%	0%	3%	-2%	0.2
Cc1cc(-c2ccc(C)c(S(=O)(=O)NCCc3ccco3)c2)on1	18%	-5%	0	2%	-6%	-4%	·	-0.1
CCOC(=O)CCCNC(=O)CSc1nnc(-c2ccccc2)c(-c2ccccc2)n1	13%	-17%	4	-2%	-7%	-16%	0%	2.2
CN1C[C@H](C(=O)NC2(C)OC3(O)[C@@H]4CCCN4C(=O)[C@H](Cc4ccccc4)N3C2=O)CC2c3cccc4[nH]cc(c34)C[C@H]21 (stereo partly specified)	14%	-6%	-1	-3%	-11%	1%	6%	-0.6
Cc1cc(C)c2[nH]c(O)c(N=Nc3ccc(C(=O)O)cc3)c2c1	-6%	-9%	-9	-1%	-17%	4%	-6%	0.6
COc1ccccc1-c1cccc(-c2nc(C(=O)Nc3nccs3)cc3c2[C@H](CCO)N(C(C)=O)C3)c1	?	-21%	-2	-10%	-5%	-3%	-21%	-0.4
CCN(CC)C(=O)C1=C(C)N(CCCOC)C(=O)C(CC(=O)NCCN2CCOCC2)C1 (stereo unspecified)	-25%	4%	2	-14%	-17%	-9%	-6%	-2.1
CCc1nc(SCC(=O)N2CCN(c3ccccc3)CC2)c2oc3ccccc3c2n1	13%	-2%	·	14%	-5%	-5%	-6%	-2.1
CCCS(=O)(=O)NC(=O)C1(C)CCCN(C(=O)c2cc(OC)ccc2Br)C1 (stereo unspecified)	-18%	1%	1	19%	-3%	-3%	-5%	-0.4
Cc1ccc2cc(CN(C)C(=O)C3CCCO3)c(=O)[nH]c2c1 (stereo unspecified)	-2%	11%	8	4%	1%	-3%[57.1 µM]	22%	0.1
CC(=O)Nc1ccc(NC(=O)C/C(C)=N/NC(=O)C(=O)N2CCCC2)cc1	-4%	-3%	0	2%	-4%	1%	24%	-3.0
CCOC(=O)c1ccc(NC(=O)COc2ccccc2CNCCO)cc1	-3%	4%	-1	2%	6%	-6%	-8%	0.5
COc1ccc2c(CN3CCN(Cc4ccccc4)CC3)cc(=O)oc2c1	14%	-1%	-7	1%	-6%	0%	-11%	-3.9
O=C(NN1C(=O)C2C(C1=O)C1C=CC2C12CC2)c1ccncc1 (stereo unspecified)	-7%	5%	-3	-2%	-2%	6%	10%	-1.3

Some of these compounds in order of the EPAC1 antagonist value, smallest number first.
SMILES	EPAC1 antagonist	PI5P4K alpha inh	EPAC1 agonist	PLK1 PBD block	WRN inhibitor	IL2 activator
O=C(O)CCC(=O)Nc1ccc(C(=O)OCC(=O)c2ccc(Cl)cc2)cc1	-18%	-1	-5%	-10%	-1%	-2.1
CCOC(=O)CCCNC(=O)CSc1nnc(-c2ccccc2)c(-c2ccccc2)n1	-17%	4	-2%	-7%	-16%	2.2
COc1ccc([N+](=O)[O-])cc1N(CC(O)CN1CCCCC1)S(=O)(=O)c1ccccc1 (stereo unspecified)	7%	4	5%	1%	-9%	2.4

(list continues)
SMILES	FUS suppressor	EPAC1 antagonist	PI5P4K alpha inh	EPAC1 agonist	PLK1 PBD block	WRN inhibitor	Abeta yeast res	IL2 activator
CC(=O)c1sc(N/N=C\c2cccc(Br)c2)nc1C	?	-4%	-23	5%	19%	-27%[57.1 µM]	-19%	1.9
COc1ccc(CNC(=O)C2Cc3c(-c4cccc(F)c4)ccnc3O2)cc1OC (stereo unspecified)	22%	-10%	-12	-14%	1%	-7%	-6%	-0.5
c1ccc(OCCn2cnc3ccccc32)cc1	8%	-7%	·	4%	-7%	3%	-6%	-3.7
COc1ccc(C)cc1S(=O)(=O)Nc1cc2c3c(c1)CCN3C(=O)CC2	9%	?	4	2%	0%	5%	-13%	-0.3
COc1cccc(/C=N/NC(=O)C(=O)N2CCCC2)c1	-17%	21%	·	9%	-9%	-4%	-8%	0.8
O=C(c1nc(-c2ccccc2)n(-c2ccccc2)n1)N1CCN(S(=O)(=O)c2ccccc2)CC1	38%	-6%	0	-2%	?	3%	-2%	2.5
CN(CC(=O)Nc1ccccc1F)Cc1cccs1	-21%	-7%	1	8%	-5%	-4%	-18%	-1.4
CC(=O)NCCC(=O)N1CCCC(C(=O)c2ccc3c4c(cccc24)CC3)C1 (stereo unspecified)	26%	?	-5	-2%	-16%	4%	-8%	-0.8
CCOC(=O)c1ccccc1N/C=C1\CCCC1=O	14%	-12%	·	3%	1%	-3%	-1%	0.3
Cc1ccc(C2=Nc3ccccc3SC(c3cccc([N+](=O)[O-])c3)C2)cc1 (stereo unspecified)	-5%	-17%	2	7%	1%	-5%	-1%	-5.5
CC1(C)CC(=O)C=C(NCCCNC2CCCCC2)C1	9%	-9%	2	-2%	-11%	3%	19%	0.7
Cc1ccc(NC(=O)c2ccc(OCc3c(C)noc3C)cc2)nc1	-22%	-21%	1	11%	-10%	6%	-5%	0.1
COc1ccc(NC(=O)c2sc(NC(=O)COc3ccccc3)nc2C)cc1	3%	6%	·	-2%	-18%	-16%	-18%	-2.4
O=C(Nc1c(C(=O)c2ccccc2)oc2ccccc12)c1cc(-c2ccccc2O)n[nH]1	8%	3%	-17	-1%	-10%	-1%	-11%	-3.3
COc1cc(C2C(C(=O)c3ccc(C)o3)=C(O)C(=O)N2c2cc(C)on2)ccc1OCc1ccccc1 (stereo unspecified)	-8%	-7%	2	0%	-26%	-4%	-9%	-0.1
Cc1nn(Cc2c(F)c(F)c(F)c(F)c2F)c(C)c1NC(=O)c1ccc(COc2ccc(F)cc2)o1	31%	-25%	·	-5%	-1%	-5%	17%	-2.8
O=C(CSc1ccccc1C(=O)O)NCc1ccc(Cl)cc1	23%	-6%	-10	11%	-15%	2%	-8%	-5.0
Cc1nc2c3cnn(-c4ccccc4)c3ncn2n1	26%	12%	-22	2%	2%	2%	-7%	0.7
CCOC(=O)CN1C(=O)CSc2ccc(S(=O)(=O)N3CCOCC3)cc21	-21%	-16%	1	12%	-12%	-7%	13%	-1.2
Cn1c(N)c(C(=O)COC(=O)C(Cc2ccccc2)NC(=O)c2ccccc2)c(=O)n(C)c1=O (stereo unspecified)	-7%	9%	-7	-1%	-4%	8%	-9%	-5.1
CN1C(=O)Cc2cc(S(=O)(=O)N3CCN(c4cccc(Cl)c4)CC3)ccc21	26%	9%	1	-6%	-3%	0%[57.1 µM]	-11%	-0.5
Cc1c(C)n(Cc2ccc(Cl)cc2)c2ccc(C(=O)NCCCN3CCOCC3)cc12	19%	?	0	3%	-12%	1%	9%	-0.8
O=C(CN1CCC(C(=O)c2ccc3c(c2)OCCO3)CC1)NCc1ccccc1	11%	7%	1	4%	-1%	7%	4%	0.2
CC1NC(=S)N(Cc2ccccc2)C1=O (stereo unspecified)	-30%	-16%	1	10%	-11%	1%	27%	-0.5
O=C1NC(=S)S/C1=C/c1ccc(OC(=O)c2ccco2)cc1	29%	-1%	-62*	4%	?	-12%	-12%	0.1
Cc1ccc(OCc2csc(N)n2)cc1	-15%	19%	2	5%	-10%	-7%	8%	0.3
CN(C)c1ccc(NC(=O)Cn2ncn3c(cc4ccccc43)c2=O)cc1	34%	19%	·	-10%	-2%	-15%	1%	-0.6
COc1ccc2oc(C(=O)OCC(=O)Nc3cc(S(=O)(=O)N4CCOCC4)ccc3C)c(C)c2c1	17%	-12%	-12	-1%	6%	-8%	-11%	-0.3

Arranged by number of heavy atoms (falling): three of the compounds above
SMILES	FUS suppressor	EPAC1 antagonist	PI5P4K alpha inh	EPAC1 agonist	PLK1 PBD block	WRN inhibitor	Abeta yeast res	IL2 activator
O=C(c1nc(-c2ccccc2)n(-c2ccccc2)n1)N1CCN(S(=O)(=O)c2ccccc2)CC1	38%	-6%	0	-2%	?	3%	-2%	2.5
CCc1nc(SCC(=O)N2CCN(c3ccccc3)CC2)c2oc3ccccc3c2n1	13%	-2%	·	14%	-5%	-5%	-6%	-2.1
CCOC(=O)c1ccccc1N/C=C1\CCCC1=O	14%	-12%	·	3%	1%	-3%	-1%	0.3

3 entries drawn at random from the list so far, as already listed:
SMILES	FUS suppressor	EPAC1 antagonist	PI5P4K alpha inh	EPAC1 agonist	PLK1 PBD block	WRN inhibitor	Abeta yeast res	IL2 activator
Cc1ccc2cc(CN(C)C(=O)C3CCCO3)c(=O)[nH]c2c1 (stereo unspecified)	-2%	11%	8	4%	1%	-3%[57.1 µM]	22%	0.1
COc1ccc(NC(=O)c2sc(NC(=O)COc3ccccc3)nc2C)cc1	3%	6%	·	-2%	-18%	-16%	-18%	-2.4
COc1ccc(CNC(=O)C2Cc3c(-c4cccc(F)c4)ccnc3O2)cc1OC (stereo unspecified)	22%	-10%	-12	-14%	1%	-7%	-6%	-0.5
